VP16 counter: VP16 counterscreen qHTS for inhibitors of ROR gamma transcriptional activity. Drosophila S2 Gal4-VP16 UAS-luciferase, luminescence, 20 h. Potency, µM (titrated, usually from 53.6 µM), inactives show top-dose activity, negative = inhibition, usual class: inhibitors. 3.5% of 310,000 active;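 note: Gal4-VP16 expression switched on by copper sulfate through the metallothionein promoter; % is set by controls: 0 for no effect and ±100 for the full control effect; nearly all actives have a fitted effect of over 50% in size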
MLL CXXC-DNA inh: qHTS Fluorescence Polarization Assay for Inhibitors of MLL CXXC domain - DNA interaction. Histone-lysine N-methyltransferase 2A (Homo sapiens), Q03164. MLL-CXXC / FITC-HOXA9 DNA fluorescence polarization. Potency, µM (doses to about 115 µM), without a hit: top-dose activity change, negative = inhibition, most hits filed as inhibitors. 0.037% of 290,000 active; active = well fitted inhibition curve with a large enough effect in the polarisation, with a control signal flat, not every such curve was filed as active; inconclusive = small, poorly fitted or top-dose-only effect, or effect the other way, or a change in a side signal; inactive = no such curve, though single readings can be large or run the other way; the % refers to the polarisation
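Fluorescence polarization: 7 uM MLL-CXXC (stock) preincubated 5 min with compounds, then 50 nM fluorescein-HOX-A9 DNA (stock) added; 30 min ambient. Buffer 50 mM Tris-HCl pH 7.5, 50 mM NaCl, 1 mM DTT, 0.05% BSA.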
uPA generation: qHTS for Inhibitors of Cell Surface uPA Generation. cell surface uPA generation assay, qHTS. Potency, µM (series often up to 38.3 µM), for inactives: at the top dose activity change, negative = inhibition, usual class: inhibitors. 0.31% of 330,000 active; active = well fitted inhibition curve with a large enough effect; inconclusive = small, poorly fitted or top-dose-only effect; inactive = no such curve, though single readings can be large or run the other way; tested in mouse RAW 264.7 cells; note: % is set by controls: 0 for no effect and ±100 for the full control effect; nearly all actives have a fitted effect of over 55% in size
MBNL1 CUG block: qHTS Assay for Inhibitors of MBNL1-poly(CUG) RNA binding. TR-FRET MBNL1-His/biotin-(CUG)12 binding, 665/545 ratio. Muscleblind-like protein 1 (Homo sapiens), Q9NR56. 0.036% of 280,000 active. AID 2675, 2010. Potency, µM (top dose mostly 57.5 µM), for the others: at the highest dose activity change, negative = inhibition, most hits filed as inhibitors; active = well fitted inhibition curve with a large enough effect in the signal ratio, with a control signal flat, not every such curve was filed as active; inconclusive = small, poorly fitted or top-dose-only effect, or effect the other way, or a change in a side signal; inactive = no such curve, though single readings can be large or run the other way; the % refers to the signal ratio; note: % is set by controls: 0 for no effect and ±100 for the full control effect
Target sequence (Q9NR56 whole entry, looked up): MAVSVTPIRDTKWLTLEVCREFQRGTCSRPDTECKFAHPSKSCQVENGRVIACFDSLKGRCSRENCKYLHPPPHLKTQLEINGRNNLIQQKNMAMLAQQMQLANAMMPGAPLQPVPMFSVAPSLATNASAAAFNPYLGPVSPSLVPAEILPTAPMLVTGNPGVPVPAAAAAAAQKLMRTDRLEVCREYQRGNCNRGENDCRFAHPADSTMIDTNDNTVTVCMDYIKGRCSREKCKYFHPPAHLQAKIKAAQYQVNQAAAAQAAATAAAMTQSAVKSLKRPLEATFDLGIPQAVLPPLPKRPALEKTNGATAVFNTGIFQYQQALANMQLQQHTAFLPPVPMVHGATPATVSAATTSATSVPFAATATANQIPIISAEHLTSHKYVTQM
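His-tagged MBNL1 binding to biotinylated (CUG)12 RNA was measured by TR-FRET using terbium anti-His antibody (0.055 ng/ul final) and streptavidin-XL665 (5 nM final). Compounds were titrated 92 nM to 58 uM; 60 min at room temperature.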
p53 reactivator: qHTS assay for re-activators of p53 using a Luc reporter | AID 504706, 2011 | H1299 p53-A138V BP100-luciferase reporter, luminescence, 24 h | Potency, µM (doses to about 92.2 µM), without a hit: top-dose activity change, positive = activation, actives largely listed as activators | 0.063% of 320,000 active; note: % of control where 0% means no effect; nearly all actives have a fitted effect of over 45% in size
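H1299 (p53-null), stable ts p53-A138V + BP100-Luc; 1000 cells/well, Opti-MEM/10% FBS; cpd 4 pt, 1:5; 24 h, 37 deg C, 5% CO2; detection reagent 10 min RT; luminescence.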
BRCA1 expr up: qHTS Assay to Identify Small Molecule Activators of BRCA1 Expression. MCF7-BRCA1-FFLuc reporter, luminescence, 48 h; response scale: scaled: vehicle 0%, 10 µM genistein 100%. Potency, µM (titrated, usually from 46.1 µM), for inactives: at the top dose activation, most hits filed as activators. 1.1% of 380,000 active; note: nearly all actives have a fitted effect of over 80% in size; some results filed as inactive show a strong effect at the top dose
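First, MCF7-BRCA1-FFLuc cells (2000/well) attach for 2 h; next, compounds are pin-added and incubated 48 h at 37 °C; finally, luciferase reagent is added and luminescence read after 15 min.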
Rab9 prom act: qHTS Assay for Rab9 Promoter Activators; Huh7 Rab9 promoter-luciferase reporter, luminescence, 24 h; Potency, µM (highest dose often 9.22 µM), inactives show at the highest dose activation, negative = inhibition, actives largely listed as activators; 2.8% of 320,000 active; note: % of control where 0% means no effect; nearly all actives have a fitted effect of over 60% in size
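Luminescence read-out: Huh7 cells stably expressing Rab9-luciferase, treated 24 h with compound at 37 °C, then lysed with luciferase reagent for 10 min at ambient before reading.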
NPC1 prom act: qHTS Assay for NPC1 Promoter Activators | Huh7 NPC1 promoter luciferase reporter, 24 h | Potency, µM (doses to about 9.22 µM), without a hit: at the highest dose activation, actives largely listed as activators | 2.4% of 320,000 active;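 note: % of control where 0% means no effect; nearly all actives have a fitted effect of over 60% in size; reporter is driven by a mutant NPC1 promoter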
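Luciferase expression driven by the NPC1 promoter was measured in stably transfected Huh7 cells after a 24 h compound incubation, using a luciferase reagent and a luminescence read.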
FLuc modulator: qHTS profiling assay for firefly luciferase inhibitor/activator using purifed enzyme and Km concentrations of substrates (counterscreen for miR-21 project); Luciferin 4-monooxygenase (Photinus pyralis), P08659; purified FLuc, Km substrates, luminescence inhibition; Potency, µM (titrated, usually from 57.5 µM), for inactives: at the top dose activity change, negative = inhibition, hits mostly inhibitors; 6.9% of 360,000 active; AID 588342, 2011;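 note: plate controls were vehicle for no effect and reference inhibitor for full effect; nearly all actives have a fitted effect of over 55% in size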
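Purified P. pyralis luciferase (10nM final) with 10uM D-luciferin and 10uM ATP (Km levels) in 50mM Tris acetate pH 7.5, 10mM Mg acetate, 0.01% Tween-20, 0.05% BSA; qHTS 6-point titration, ~60 µM downward; luminescence read.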
RORgamma inh: qHTS for inhibitors of ROR gamma transcriptional activity | Nuclear receptor ROR-gamma (Mus musculus), P51450 | Drosophila S2 Gal4-RORgamma UAS-luciferase reporter, 20 h | Potency, µM (highest dose often 53.6 µM), for the others: top-dose activity change, negative = inhibition, usual class: inhibitors | 5.4% of 310,000 active; note: % is set by controls: 0 for no effect and ±100 for the full control effect; nearly all actives have a fitted effect of over 60% in size
Target sequence (P51450 whole entry, looked up, the tested form may be a part): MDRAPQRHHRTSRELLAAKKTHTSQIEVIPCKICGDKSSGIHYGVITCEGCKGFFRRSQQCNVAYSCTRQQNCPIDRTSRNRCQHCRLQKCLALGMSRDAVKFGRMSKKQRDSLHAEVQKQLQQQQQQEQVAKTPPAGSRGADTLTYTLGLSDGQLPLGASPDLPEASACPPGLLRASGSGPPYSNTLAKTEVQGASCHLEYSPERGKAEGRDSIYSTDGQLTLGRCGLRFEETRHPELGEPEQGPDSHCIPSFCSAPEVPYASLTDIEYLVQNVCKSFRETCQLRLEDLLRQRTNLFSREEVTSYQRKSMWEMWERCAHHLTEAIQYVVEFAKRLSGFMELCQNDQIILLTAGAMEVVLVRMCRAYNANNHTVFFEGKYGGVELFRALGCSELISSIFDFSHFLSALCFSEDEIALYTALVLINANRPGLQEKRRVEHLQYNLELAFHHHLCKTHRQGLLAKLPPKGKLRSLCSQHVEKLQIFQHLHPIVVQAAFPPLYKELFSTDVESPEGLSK
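Compounds are pin-transferred onto Drosophila Schneider cells expressing a copper-inducible Gal4–ROR gamma transactivation domain fusion. After 1 hr, copper sulfate is added to 700 uM final; luciferase is read 20 hr later.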
ELG1 genotoxic: qHTS screen for small molecules that induce genotoxicity in human embryonic kidney (HEK293T) cells expressing luciferase-tagged ELG1; HEK293T ELG1-luciferase reporter, luminescence, 16 h; Potency, µM (top dose mostly 46 µM), for the others: at the highest dose activity change, positive = activation, usual class: activators; 1.3% of 330,000 active; note: % of control where 0% means no effect; nearly all actives have a fitted effect of over 60% in size
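DMSO vehicle served as control against compound-treated ELG1-luciferase HEK293T cells; exposure lasted 16 hr at 37 °C and 5% CO2, followed by ONE-Glo luminescence detection after 30 min.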
Starred values were filed as active, the others as inactive; ? = inconclusive; . = not tested or not shown; & = joins results of further samples; [ ] = dose if it differs, or a comment. Unless noted, calls come from the whole dose curve; as a rule, active = well fitted curve in the direction sought with a large enough effect; inconclusive = small, poorly fitted or top-dose-only effect, or another doubt; inactive = no such curve, though single readings can be large; an effect the other way counts as inactive or inconclusive. Potency is the fitted concentration of half-maximal effect. Some of the compounds tested. The share of hits here may be higher or lower than overall.

No.	SMILES	Rab9 prom act	FLuc modulator	NPC1 prom act	MLL CXXC-DNA inh	VP16 counter	BRCA1 expr up	ELG1 genotoxic	RORgamma inh	MBNL1 CUG block	uPA generation	p53 reactivator
1	O=C(c1ccc(S(=O)(=O)N2CCCC2)cc1)N(Cc1ccco1)C1CCS(=O)(=O)C1 (configuration not stated)	-3%	-1%	0%	-3%	-7%	-1%	2%	-3%	-2%	0%	1%
2	CC(=O)Nc1ccc(S(C)(=O)=O)c(C)c1	-14%	-1%	-4%	1%	-4%	-3%	4%	-6%	-20%	1%	-3%
3	C=CCN1CC(=O)N2Cc3[nH]c4ccccc4c3C[C@H]2C1=O	6%	3%	2%	6%	-4%	0%	0%	2%	0%	8%	-3%
4	COc1ccccc1NC(=O)c1ccc(N2CC3CC(C2)c2cccc(=O)n2C3)c(NC(=O)c2cccnc2)c1 (configuration not stated)	0%	1%	-5%	-9%	-1%	16%	1%	-2%	-1%	-2%	6%
5	Clc1ccc(C=NC23CN4CN(CN(C4)C2)C3)cc1	3%	3%	1%	-1%	-7%	-3%	1%	16%	2%	1%	-4%
6	O=C(CCN1C(=O)/C(=C/c2ccc(F)cc2)SC1=S)Nc1cc([N+](=O)[O-])ccc1O	6%	12µM*	0%	-6%	?	-21%	-4%	?	5%	11%	0%
7	Cc1cc(NC(=O)c2ccccc2NS(=O)(=O)c2c(C)c(C)cc(C)c2C)no1	-9%	8%	-3%	-2%	-6%	-2%	-8%	4%	-17%	8%	-11%
8	CC(C)(C)OC(=O)N[C@@H](Cc1ccccc1)C(=O)N[C@@H](CO)[C@H](O)[C@@H]1C[C@@H]1C(=O)N1CCCC1	1%	7%	-5%	9%	1%	20%	6%	-5%	2%	10%	.
9	Cc1ccc(-n2c(=S)sc3c(=O)n(-c4ccccc4C)c(SCC(=O)O)nc32)cc1C	-9%	-1%	2%	-6%	-3%	3%	-2%	32%	9%	3%	1%
10	Cc1ccc(CNC(=O)C2(c3cccs3)CCOCC2)cc1	1%	2%&6%	0%	5%	-7%	-12%	-2%	-3%	-4%	14%	-3%
11	Cc1ccc(C(=O)Nc2ccccc2N2CCCCC2)o1	0%	-3%	1%	2%	-4%	-7%	-8%	-33%	6%	-2%	-27%
12	O=C(NCCCN1CCOCC1)c1cc(-c2ccccc2F)no1	3%	-20%	-4%	5%	-7%	-1%	17%	17%	2%	?	?
13	O=C1CN(C(=O)COC(=O)c2cccs2)c2ccccc2N1	-3%	.	-2%	.	.	5%	-2%	.	.	12%	8%
14	Cc1ccc(OC(C)C(=O)N2CC(=O)Nc3ccccc32)c(C)c1 (configuration not stated)	1%	1%	2%	-4%	11%	-15%	2%	-8%	-10%	-4%	-1%
15	CCc1ccc(-c2csc3ncn(CC(=O)NCc4ccco4)c(=O)c23)cc1	-2%	2%	-9%	2%	-13%	-27%	-6%	?	9%	-1%	-4%
16	COc1ccccc1NC(=S)N(CCN(C)C)C(C)c1ccncc1 (configuration not stated)	-3%	-1%	-5%	-18%	-15%	3%	3%	-3%	-1%	1%	1%
17	N#CNC(N)=Nc1cccc(Cl)c1	-2%	5%	-2%	40%[activator]	4%	31%	2%	-7%	-1%	-1%	2%
18	O=c1oc2c3c4c(cc2c(C(F)(F)F)c1CCN1CCOCC1)CCCN4CCC3	-12%	-2%	-2%	?	-2%	1%	-2%	1%	17%	2%	-10%
19	COc1ccc(OC)c(NC(=O)c2ccc(CN(c3cc(Cl)ccc3C)S(=O)(=O)c3ccccc3)cc2)c1	-4%	-4%	-9%	-8%	-1%	-21%	-6%	1%	-6%	9%	4%
20	Nc1ccccc1C(=O)Nc1nccs1	?	?	?	6%	29%	111%	?	-9%	-21%	-14%	27%
21	COC(=O)C(C)Oc1cc(OC(C)C(=O)OC)c2c(-c3ccccc3)cc(=O)oc2c1 (configuration not stated)	-3%[1.84 µM]	0%	3%	0%	-16%	-4%	1%	12%	15%	-5%	0%
22	O=C(c1ccc(CS(=O)(=O)c2ccc(Br)cc2)o1)N1CCN(c2ncccn2)CC1	-4%	0%	-5%	-2%	-4%	0%	-8%	33%	1%	-15%	-4%
23	CCN(C(=O)CSc1nnc(NC2CCCCC2)s1)C1CCS(=O)(=O)C1 (configuration not stated)	1%	-4%	-1%	-4%	9%	-16%	-3%	6%	-1%	.	-6%
24	O=C(NCc1ccccc1)C1CCCN(S(=O)(=O)c2ccc(F)cc2)C1 (configuration not stated)	-1%[1.84 µM]	-1%	1%	8%	-2%	-1%	-2%	10%	-1%	0%	-3%
25	CC(=O)c1sc(NC(=O)C2CCN(C(=O)c3ccccc3C)CC2)nc1-c1ccccc1	1%	-19%	-5%	.	.	-48%	-17%	.	.	16%	-3%
26	COc1ccc(C(CCN)Cc2ccccc2)cc1 (configuration not stated)	-8%	-6%	-4%	-1%	21%[10 µM]	-15%	-13%	-5%	-3%	-1%	-1%
27	N#C/C(=C/c1cn(-c2ccccc2)nc1-c1cccc(OCc2ccccc2)c1)C(=O)NCCCn1ccnc1	-4%	-29%	0%	34%[activator]	?	-87%[inhibitor]	-9%	?	-3%	?	10%
28	CCOC(=O)c1c(-c2ccc(C)o2)csc1NC(=O)CSc1nnc(C)s1	-3%	-4%	0%	0%	?	-25%	-9%	?	-1%	3%	-3%
29	COc1ccc(S(=O)(=O)N2CCN(C)CC2)c2ccccc12	-3%	10%	0%	11%	-5%	-7%	-3%	21%	5%	13%	-2%
30	CN(C)c1cccc(C(=O)Nc2cccc(S(=O)(=O)NC3=NCCC3)c2)c1	2.2µM*	21µM*	2.8µM*	3%	23%	4µM*	?	0%	3%	-8%	-4%
31	CN(C)S(=O)(=O)N1CCC(Oc2cccc(C(=O)N3CCSCC3)c2)CC1	2%	1%	3%	-2%	14%	-15%	-5%	?	-2%	-1%	-9%
32	Cc1cc(NC(=O)c2n[nH]c(=O)c3ccccc23)ccc1Br	5µM*	5%	?	-2%	10%	64%	?	14%	.	-2%	6%
33	O=C(c1ccc(CS(=O)(=O)Cc2ccc(Cl)cc2)o1)N1CCCC1	0%	8%	2%	5%	3%	-30%	-2%	?	7%	.	10%
34	CCCC(=O)Nc1ccc2oc(-c3ccncc3)nc2c1	15%	?	-24%	7%	-9%	?	15%	5%	18%	1%	6%
35	Cc1nnc(SCC(=O)Nc2ncc3c(n2)CCCC3=O)s1	0%	-1%	11%	-1%	-7%	0%	4%	17%	-8%	3%	1%
36	CCN(C(=O)c1cn(C)c(=O)c2ccccc12)c1ccccc1F	3%	-1%	-4%	17%	30%	-29%	2%	-6%	-7%	-3%	-11%
37	O=C(COc1ccccc1)N1CCN(S(=O)(=O)c2ccc(Br)cc2)CC1	1%	2%	-4%	22%	6%	-6%	-4%	19%	3%	5%	-6%
38	CCOc1ccc(S(=O)(=O)NCc2ccc(OC)cc2)c2cccnc12	-7%	-5%	-2%	-3%	-3%	-1%	1%	31%	7%	0%	-11%
39	CC(=O)Nc1cccc(/C(C)=N/NC(=O)c2ccccc2Cl)c1	-4%	?	-4%	-2%	-3%	16%	0%	32%	0%	.	13%
40	O=C(NC1CCCCC1)NC1(C(=O)NCCCN2CCOCC2)CCCCC1	-1%	-2%	-3%	0%	0%	-13%	3%	?	-4%	-2%	-2%
41	Cc1ccccc1-n1nnnc1SCC(=O)N(C)C1CCS(=O)(=O)C1 (configuration not stated)	0%	-1%	-11%	1%	7%	-19%	4%	26%	-3%	-2%	0%
42	COc1cccc(-c2ccc(C#N)c(SCC(=O)NCCc3ccc(Cl)cc3)n2)c1	1%	-2%	1%	-2%	?	-12%	1%	-21%	?	-7%	-4%
43	COc1ccccc1N1CCN(Cc2nc(N)nc(Nc3ccccc3)n2)CC1	-7%	0%	5%	3%	12%	-7%	-11%	-28%	7%	0%	3%
44	Cc1ccc(C(=O)NCC(=O)OCc2nnc(-c3ccc([N+](=O)[O-])cc3)o2)s1	3%	-10%	0%	.	.	-19%	2%	.	.	6%	2%
45	N#Cc1ccc(C(=O)Nc2nnc(-c3ccccn3)o2)cc1	16%	-11%	0%	-10%	0.89µM*	33%	4%	1.3µM*	-10%	-8%	?

From PubChem BioAssay
